Bioassay records as filed in PubChem BioAssay.
Autophagy HCS = autophagy modulation, high-content screen; hit rate 0.98% among 190,000; calls only at 10 µM (by protocol); MEF GFP-LC3 puncta imaging; test concentration mostly 10 µM; AID 463193;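 active = percentage of spot-positive cells more than 3 SD above its plate mean, without a fluorescence outlier flag or 80% toxicity; inconclusive = no clear call, values can overlap the other calls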;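 also: spot-positive cell cutoff set from DMSO-treated cells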
LYP inhibition = inhibitors of LYP phosphatase, biochemical, fluorescence intensity, uHTS (AID 1779). recombinant LYP phosphatase, fluorescence intensity; higher % means a stronger effect. inhibition, % at 11.5 µM; hits with a dose series show IC50 in µM. hit rate 0.054% among 290,000; in the data active = inhibition above about 50%;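 also: plate controls were vehicle with enzyme for no effect and no enzyme for full effect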
WT yeast gro inh = growth inhibition of WT yeast, mitochondrial fusion screen; inhibition, % at 10 µM; mitochondrial fusion phenotypic screen, WT strain; hit rate 2.1% among 190,000; AID 1362; in the data active = inhibition above about 58%; tested in S. cerevisiae
UTI89 phage lysis = protection from phage-mediated lysis, alamar blue read-out – E. coli UTI89, K1F phage, bacterial capsule biogenesis inhibitors (AID 488966); E. coli UTI89 K1F phage lysis, alamar blue, 2 h; higher % means a stronger effect; one-dose inhibition, % at 100 µM; IC50 in µM for titrated hits; hit rate 0.02% among 340,000;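 active = phage lysis inhibition, versus mean bacterial control, above a set limit; inconclusive = no clear call, values can overlap the other calls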;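 also: capsule biogenesis inhibitors block K1F phage lysis so surviving cells raise fluorescence; higher fluorescence means more inhibition of phage lysis; actives were called in the ten point dose series up to 300 µM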
RSV antiviral HEp-2 = RSV antiviral activity via CPE protection, HEp-2 cells, primary 10 µM value included (AID 2391) | HEp-2 cells, RSV-induced CPE inhibition; higher % means a stronger effect | hit rate 0.13% among 310,000 | one-dose CPE inhibition, % at 10 µM; IC50 in µM for titrated hits; in the data active = a potency from the dose series; inconclusive = CPE inhibition mostly from about 23% at the one dose, without a potency; inactive = the rest, 99 in 100 with CPE inhibition below about 21%; also: strong numbers were not always called active
GPR35 antagonists = inhibition of zaprinast-stimulated GPR35 beta-arrestin translocation – imaging, U2OS, beta-arrestin-GFP, zaprinast agonist, primary screen (AID 2058) | U2OS GPR35 beta-arrestin-GFP translocation imaging, zaprinast antagonism; higher % means a stronger effect | one-dose inhibition, % at 10 µM; IC50 in µM for titrated hits | hit rate 0.052% among 290,000;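 active = inhibition of at least 50% with at least 30 cells and total cytoplasm GFP at most 10,000,000; inconclusive = under 30 cells or total GFP of 10,000,000 plus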
NTR1 ag = agonists of NTR1, primary screen, imaging, U2OS cells, beta-arrestin-GFP, high content (AID 493036); P30989; NTR1-U2OS beta-arrestin-GFP spot imaging, agonist mode; activation, % at 20 µM; hit rate 0.17% among 330,000;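 active = activation at or above 40% of the spot to cytoplasm intensity ratio, with at least 20 cells analyzed; inconclusive = wells under 20 cells, flagged as cytotoxic or low count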;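 also: 0% = DMSO without peptide and 100% = 100 nM NTR1 peptide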
Target sequence (P30989 whole entry, looked up): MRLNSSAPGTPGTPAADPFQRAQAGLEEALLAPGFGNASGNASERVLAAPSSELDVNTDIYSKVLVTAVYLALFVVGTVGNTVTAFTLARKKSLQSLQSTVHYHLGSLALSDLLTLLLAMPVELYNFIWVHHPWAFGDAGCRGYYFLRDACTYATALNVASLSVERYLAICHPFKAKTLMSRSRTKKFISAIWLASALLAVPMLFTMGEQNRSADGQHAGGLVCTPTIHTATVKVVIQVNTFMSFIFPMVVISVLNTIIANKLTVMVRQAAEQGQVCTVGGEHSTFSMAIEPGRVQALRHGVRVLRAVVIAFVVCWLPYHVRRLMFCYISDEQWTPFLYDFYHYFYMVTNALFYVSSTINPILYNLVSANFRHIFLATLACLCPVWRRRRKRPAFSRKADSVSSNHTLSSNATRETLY
AID2073 = inhibitors of Mint1-CaV2.2 protein interaction, biochemical, HTRF (AID 2073). HTRF protein-protein interaction, Mint1-CaV2.2; higher % means a stronger effect. inhibition, % at 20 µM; hits with a dose series show IC50 in µM. hit rate 0.19% among 290,000; in the data active = inhibition mostly above about 51%, no sharp cut-off; inconclusive = no clear call, values can overlap the other calls; inactive = mostly below about 53%; also: some results filed as inactive read as strong as hits
Dengue-2 NS5 capping = Dengue-2 NS5 methyltransferase inhibitors, primary screen, biochemical, confirmation dose response (AID 588689) | Dengue-2 NS5 methyltransferase capping enzyme assay, biochemical; higher % means a stronger effect | inhibition, % at 25 µM; hits with a dose series show IC50 in µM | hit rate 0.3% among 340,000; in the data active = a potency from the dose series; inconclusive = inhibition above about 29% without an active follow-up result
WT yeast gro inh mutant strain = second read-out of WT yeast gro inh, no call of its own (marks repeat the call); inhibition, %; mitochondrial fusion phenotypic screen, mutant strain inhibition
Autophagy HCS cell loss 18 h = further read-out of Autophagy HCS, marked with its call; toxicity, %; measured here: cell loss, nuclei count;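 cell loss after 18 h compound exposure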
NTR1 ag cell count 20 µM = also measured in NTR1 ag; calls as there; cell count; measured here: cell count, cytotoxicity flag
Dengue-2 NS5 capping pilot replicate = also measured in Dengue-2 NS5 capping; calls as there; inhibition, %; measured here: pilot screen replicate inhibition
An asterisk follows results filed as active; i = inactive; ? = inconclusive; / = no result given; [ ] = remark or other dose. Random draw from the library; 2.6% or so of the library scored in one or more.

SMILES	Autophagy HCS	Autophagy HCS cell loss 18 h	LYP inhibition	WT yeast gro inh	WT yeast gro inh mutant strain	UTI89 phage lysis	RSV antiviral HEp-2	GPR35 antagonists	NTR1 ag	NTR1 ag cell count 20 µM	AID2073	Dengue-2 NS5 capping	others
CCCn1c(C2CCCN2c2nc(-c3ccc(OC)cc3)cs2)nc2ccccc21 (stereo not given)	/	/	-12%	/	/	0.7%	2.2%	-1%	0.3	80	-17%	4%
O=C(COC(=O)/C=C/c1ccc(Cl)cc1)Nc1ccccc1-c1ccccc1	i	-7	1%	2	11	2.9%	-0.2%	-2%	/	/	3%	-2%
CCCN(CCC)Cc1c(C(=O)N/N=C/c2ccncc2)nnn1-c1nonc1N	/	/	-9%	/	/	-0.1%[50 µM]	0.9%	5%	1.1	44	6%	-4%
Cc1ccc(S(=O)(=O)N2CCOCC2)cc1C(=O)Nc1ccccn1	i	44	0%	-11	1	0.8%	1.7%	9%	0.5	67	4%	-2%
COc1ccc(/C(O)=C2/C(=O)C(=O)N(CCCN(C)C)C2c2ccc(C)o2)cc1Cl (stereo not given)	i	5	0%	14	11	/	/	-9%	/	/	1%	/
CCN(CC)S(=O)(=O)c1cccc(NC(=O)COC(=O)CCC(=O)c2cccs2)c1	i	-9	-5%	-5	-1	0.2%	1.5%	-5%	2.3	67	11%	-5%
O=[N+]([O-])c1cccc(CSc2nnc3ccccn23)c1	i	-3	-6%	-6	13	0.1%	1.3%	-11%	-0.3	32	14%	-8%
CCOc1ccc(N(Cc2cc3cc(OC)ccc3[nH]c2=O)S(C)(=O)=O)cc1	i	0	-6%	8	12	0.0%	1.1%	1%	0.2	80	8%	-6%
CN(Cc1ccc(Cl)s1)C(=O)CCl	i	13	1%	-31	-19	0.3%	13%	-10%	1.1	61	-3%	-2%
Cc1cc(C)nc(NS(=O)(=O)c2ccc(NC(=O)CN3C(=O)C4CC=CCC4C3=O)cc2)n1 (stereo not given)	i	-1	-6%	6	4	1.5%	-2.1%	-10%	0.2	33	11%	3%
COc1cc(NC(=O)c2ccccc2[N+](=O)[O-])ccc1NC(=O)c1cc2ccccc2o1	/	/	/	/	/	0.5%	-1.3%	/	3.1	35	/	-5%
CC1CCCCN1CC(=O)c1c[nH]c2ccccc12 (stereo not given)	/	/	-1%	/	/	-0.1%	1.4%	6%	-0.5	96	11%	-8%
Cc1nc2ccccn2c1C(=O)N/N=C/c1ccc([N+](=O)[O-])o1	i	10	0%	-5	6	0.3%	-2.1%	4%	1.9	54	38%	6%
c1ccc(-c2cc(NCCN3CCCCC3)c3ccccc3n2)cc1	/	/	-6%	/	/	0.3%	1.9%	-2%	0.4	101	10%	-9%
Cc1cc(=O)oc2cc(OCC(=O)NCCCn3ccnc3)ccc12	/	/	-9%	/	/	0.4%	2.3%	11%	0.8	58	4%	-3%
C[C@@]12CCC=C[C@H]1[C@H](c1ccc3ccccc3c1/C=C/c1ccccc1)N(Cc1ccccc1)C2=O	/	/	0%	/	/	3.6%	10%	-5%	-1.9	96	25%	-6%
O=S(=O)(c1cccs1)n1cnc2ccccc21	i	-2	-4%	-20	-11	4.1%	1.5%	-5%	-1.6	49	3%	3%
CCOC(=O)C1=C(O)C(=O)N(c2ccccc2)C1c1cccc([N+](=O)[O-])c1 (stereo not given)	/	/	-3%	/	/	-1.4%	/	-4%	-0.7	58	4%	0%
COc1ccc(-c2ncccc2O)cc1	i	0	-12%	1	7	0.3%	2.8%	5%	0.2	44	16%	0%
CC(CCc1ccc(O)cc1)NCc1ccc(Br)cc1 (stereo not given)	/	/	-3%	/	/	0.1%	0.0%	-10%	2.0	49	14%	-7%
Cc1cc(C)nc(Sc2nc(Nc3ccccc3)nc(Sc3nc(C)cc(C)n3)n2)n1	i	-4	-1%	-16	-5	-2.8%	1.7%	-5%	1.3	49	-32%	4%
S=C(Nc1ccccc1Cl)N(CCCN1CCOCC1)Cc1ccccn1	i	9	-6%	-7	0	0.1%	-0.9%	4%	-1.5	51	-9%	5%
CC(=O)c1c(C)[nH]c(C(=O)OCC(=O)Nc2ccc(Cl)cc2[N+](=O)[O-])c1C	i	11	-1%	11	-1	2.7%[50 µM]	1.3%	18%	5.8	71	4%	-7%
Cc1ccc(S(=O)(=O)N2CCN(S(=O)(=O)c3ccc4c(c3)OCCO4)CC2)cc1	i	8	-1%	-6	-4	0.3%	4.4%	-7%	2.0	41	9%	-7%
O=C(N/N=C/c1cc(Br)cc([N+](=O)[O-])c1O)c1ccc(NC(=O)c2ccc(F)cc2)cc1	/	/	-2%	/	/	0.0%	1.8%	-6%	0.8	54	46%	-1%
c1ccc(-c2cnnc3ccccc23)cc1	/	/	/	/	/	1.2%	8.9%	/	5.3	63	/	-4%
CCNC(=O)Nc1ccccc1C(=O)OC	i	25	-11%	-10	3	2.3%	51%	11%	0.0	45	5%	11%
CCOC(=O)CC(=O)CSc1nnc(Cn2c(=O)sc3ccccc32)n1C	i	75	-3%	-12	1	3.5%	1.3%	10%	-1.4	48	-8%	2%
Cc1ccc2nc(C)c(C(=O)N/N=C/c3cccs3)n2c1	i	-10	-8%	-5	8	0.2%	2.0%	-18%	-1.7	93	-6%	-2%
CC(=O)c1c(C)oc2c1cc(O)c1ccccc12	/	/	-2%	/	/	0.2%	?	7%	2.6	38	29%	-5%
O=C(Nc1ccc(S(=O)(=O)N2CCN(c3ccccc3)CC2)cc1)c1cccs1	i	4	-5%	22	-7	0.3%	5.0%	-2%	5.7	46	6%	-2%
CCN1CCN(C(c2ccc(F)cc2)c2nnnn2Cc2ccc3c(c2)OCO3)CC1 (stereo not given)	i	2	-8%	11	-8	-0.3%	-0.9%	8%	1.1	40	-12%	-8%
CCN(CC)S(=O)(=O)c1ccc(N2CCN(c3ccccc3O)CC2)nc1	/	/	-2%	/	/	1.4%	4.0%	0%	1.3	47	2%	-12%
COC(=O)c1ccccc1NC(=O)CSc1nnc(-c2cccnc2)n1C	i	-1	-1%	2	1	2.0%	0.8%	-3%	-0.5	69	6%	-2%
O=C(OC1CCOC1=O)c1ccc(Cl)c(S(=O)(=O)N2CCOCC2)c1 (stereo not given)	/	/	/	/	/	0.5%[50 µM]	1.4%	/	-2.6	57	/	-12%
CCN(CC)S(=O)(=O)c1cc([N+](=O)[O-])ccc1NNC(=O)Nc1ccc(F)cc1	i	-7	5%	17	2	-0.4%	9.1%	2%	1.2	90	6%	-2%	Dengue-2 NS5 capping pilot replicate=-3.9
O=C(NC(=S)N1CCN(c2ccc([N+](=O)[O-])cc2)CC1)c1ccco1	i	-9	-3%	13	2	0.1%	0.4%	16%	1.2	75	-2%	-6%
CN1CCN(S(=O)(=O)c2ccc(NC(=S)NC(=O)C3CCC3)cc2)CC1	i	-5	12%	-7	-14	2.5%	-0.3%	20%	-2.0	35	-7%	-2%
O=C(O)Cc1nc(-c2cccnc2)sc1-c1ccc(Br)cc1	/	/	5%	/	/	-0.4%	-1.6%	7%	0.4	70	14%	-2%
N#Cc1c(SCC(=O)N2CCOCC2)nsc1SCC(=O)N1CCOCC1	i	-11	-5%	1	-8	0.8%	1.8%	-7%	0.6	63	-5%	-1%
O=C1NCCc2c1[nH]c1ccc([N+](=O)[O-])cc21	i	2	7%	-7	6	-0.1%	-3.8%	-23%	-0.3	28	9%	-13%
COc1ccccc1N1CCN(S(=O)(=O)c2ccc3c(c2)NC(=O)CS3)CC1	/	/	-8%	/	/	-0.2%	16%	16%	1.9	73	9%	-6%
O=C(Nc1nnc(SCC(=O)N2CCCCC2)s1)c1c(F)cccc1F	/	/	-10%	/	/	-1.7%	2.7%	3%	1.2	49	6%	1%
Cc1ccc(CSc2nc3c(c(=O)[nH]c(=O)n3C)n2CCC(C)C)cc1	i	4	22%	27	-8	0.0%	4.8%	10%	19	94	-5%	-1%
COC(C[C@H](O)[C@@H](C)[C@@H](O)COCc1ccccc1)OC	/	/	-6%	/	/	0.6%	/	-7%	-1.2	51	23%	10%
CN(CC(=O)Nc1c(Cl)cccc1Cl)C(=O)c1cc2ccccc2cc1O	/	/	/	/	/	-0.2%[50 µM]	-0.6%	/	3.2	59	/	-9%
Cc1ccc(C(=O)n2nc(-n3cccc3)c3c(C)cc(C)nc32)cc1	i	17	4%	3	-11	-0.4%	/	6%	/	/	16%	-10%
O=C(CNC(=O)Cc1ccccc1)N=Nc1c(O)[nH]c2ccccc12	/	/	-4%	/	/	0.3%	3.6%	10%	-0.5	53	2%	-4%
O=C(NCC(c1cccs1)N1CCOCC1)c1cn(-c2ccccc2)nc1-c1ccc(F)cc1 (stereo not given)	/	/	/	/	/	-0.2%[50 µM]	3.5%	/	0.6	42	/	6%
CCCCOC(=O)c1ccc(N2C(=O)CC(N3CCN(C/C=C/c4ccccc4)CC3)C2=O)cc1 (stereo not given)	i	17	-6%	48	47	0.5%	-0.4%	4%	4.9	79	-5%	-4%
C/C(=N\N1CCN(c2ccc(Cl)cc2)CC1)c1ccco1	i	-1	1%	9	-14	2.4%	1.9%	0%	1.5	34	-22%	-7%
CC(C)CNS(=O)(=O)c1cc(C(=O)OC2CCOC2=O)c(Cl)cc1Cl (stereo not given)	/	/	-5%	/	/	-0.1%	0.8%	8%	-0.3	59	7%	-6%
CCOC(=O)c1c(-c2ccccc2)csc1NC(=O)CSc1nncs1	i	3	-7%	59*	27*	2.4%	11%	-4%	8.3	57	-7%	-1%
COc1cc(CC(=O)OCC(=O)Nc2ccc(Cl)c(S(=O)(=O)N(C)C)c2)cc(OC)c1OC	/	/	-3%	/	/	0.0%	-0.3%	7%	6.6	62	4%	-2%
CCCn1c(=O)cc(N)n(-c2ccc(OC(F)(F)F)cc2)c1=O	/	/	-12%	/	/	0.2%	-0.6%	-5%	2.6	91	47%	-2%
Cc1ccc(-c2nn3c(C)nnc3s2)cc1NC(=O)c1ccc(-c2ccc(Cl)cc2Cl)o1	i	29	-2%	-8	-26	2.0%	-2.2%	9%	8.9	62	?	13%
O=C(N/N=C/c1ccncc1)c1nn(Cc2ccccc2)c(=O)c2ccccc12	i	0	7%	-13	-1	-0.2%	0.9%	-8%	0.3	60	-3%	-3%
